CD11b adhes enh = enhancers of CD11b/CD18 adhesion to fibrinogen, primary screen, K562 cells, luminescence | ATPlite luminescence | activation, % at 10 µM | hit rate 0.07% among 93,000 | Integrin beta-2 (Homo sapiens) + Integrin alpha-M (Homo sapiens), P05107+P11215;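 active = 10 µM primary screen giving 50% or more activity, confirmed by 40% or more on retest at that dose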; note: strong numbers were not always called active; reference of the scale not given here
Target sequence (P05107 whole entry, looked up, other chains not shown): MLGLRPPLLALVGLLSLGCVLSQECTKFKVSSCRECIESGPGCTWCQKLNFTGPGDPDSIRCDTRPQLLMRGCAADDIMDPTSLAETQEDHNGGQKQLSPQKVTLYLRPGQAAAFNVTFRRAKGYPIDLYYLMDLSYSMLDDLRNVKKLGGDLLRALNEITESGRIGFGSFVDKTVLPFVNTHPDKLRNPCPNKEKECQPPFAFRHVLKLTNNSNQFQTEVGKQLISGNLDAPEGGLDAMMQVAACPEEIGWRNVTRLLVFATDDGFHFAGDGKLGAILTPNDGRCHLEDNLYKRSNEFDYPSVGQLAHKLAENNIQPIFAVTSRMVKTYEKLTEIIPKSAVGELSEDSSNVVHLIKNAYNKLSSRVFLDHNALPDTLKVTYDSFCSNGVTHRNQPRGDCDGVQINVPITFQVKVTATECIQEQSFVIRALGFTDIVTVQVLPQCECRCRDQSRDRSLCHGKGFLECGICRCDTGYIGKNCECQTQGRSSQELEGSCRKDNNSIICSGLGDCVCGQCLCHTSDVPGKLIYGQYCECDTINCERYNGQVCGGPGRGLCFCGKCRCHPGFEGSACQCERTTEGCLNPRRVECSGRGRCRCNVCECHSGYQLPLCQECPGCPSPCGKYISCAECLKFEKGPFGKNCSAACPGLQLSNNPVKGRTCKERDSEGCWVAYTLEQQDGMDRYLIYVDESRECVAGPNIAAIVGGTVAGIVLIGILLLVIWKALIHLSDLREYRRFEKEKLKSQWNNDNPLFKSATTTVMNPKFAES
CD11b adhes inh = inhibitors of CD11b/CD18 adhesion to fibrinogen, primary screen, K562 cells, luminescence; Integrin beta-2 (Homo sapiens) + Integrin alpha-M (Homo sapiens), P05107+P11215; ATPlite luminescence; Mn2+ added to activate the integrin; inhibition, % at 10 µM; hit rate 0.54% among 93,000;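 active = primary inhibition of 50% or more at 10 µM, then 40% or more on retest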; note: some results filed as inactive read as strong as hits
* = called active by the depositor. Some of the compounds tested (hit frequency here may not be typical).

Values run as follows: CD11b adhes enh, CD11b adhes inh
Cc1ccc(C(=O)N[C@H](C(=O)OCc2cc(=O)oc3cc(C)ccc23)C(C)C)cc1
    -1.6, 7.2
Cc1cc2nc(C3CCN(C(=S)NCC(C)C)CC3)[nH]c2cc1C
    3.3, -4.6
O=C(COC(=O)Cc1c[nH]c2ccccc12)Nc1ccccc1
    2.6, 3.9
CC12COC3(C(=O)Nc4ccc([N+](=O)[O-])cc4)CC1CCC32C (centres undefined)
    -1.1, 13.4
CC(=O)Nc1ccc(C(=O)NNC(=O)c2cccs2)cc1
    -3.0, -4.0
COc1cccc(-c2nnc(SCC3CNC(=O)O3)n2-c2ccc(Cl)cc2)c1 (centres undefined)
    -0.9, -16.9
O=C(CNC(=O)c1cccc(F)c1)N/N=C/c1ccc(O)c([N+](=O)[O-])c1
    5.6, -8.9
O=C(CCCSc1nc2ccccc2[nH]1)NC(c1ccccc1)c1ccccc1
    -0.9, 7.5
Cn1cc(C(=O)N/N=C/c2cccs2)c2ccccc21
    0.4, -4.3
O=C(COc1ccc2oc(-c3ccccc3)cc(=O)c2c1)Nc1ccccc1
    -1.3, 13.9
C=CCn1c(SCc2ccc(C(=O)Nc3nccs3)cc2)nnc1-c1ccc(C)c(Cl)c1
    -6.4, 85.2
O=C(/C=C/c1ccc([N+](=O)[O-])cc1)NCc1ccco1
    0.1, 5.7
CCOC(=O)c1c(-c2ccccc2)csc1NC(=O)c1cc(S(=O)(=O)N2CCOCC2)ccc1C
    5.5, 12.3
CCOC(=O)/C(=N\Nc1ccccc1Cl)N1CCN(Cc2ccccc2)CC1
    6.3, 17.3
O=C(CSc1n[nH]c(-c2cc(Cl)ccc2Cl)n1)NCCN1C(=O)CSC1=O
    -2.2, 9.1
O=C(c1cccc2ccccc12)N1CCN=C1SCc1ccc([N+](=O)[O-])cc1
    0.4, 3.4
O=C(COC(=O)C1(c2cccc(F)c2)CCCC1)NCc1ccc2c(c1)OCO2
    6.8, 8.6
Nc1nnc(Sc2ccc(Cl)cc2[N+](=O)[O-])s1
    5.3, -3.2
COc1ccc(/C=C(/C(=O)c2cccs2)N2C=CC=CC2=C(C#N)C#N)cc1
    -4.9, 43.1
O=C(Nc1nccs1)c1ccc2c(=O)n3c(nc2c1)CCCCC3
    -2.8, 0.1
CC(=O)/C(=N\Nc1ccccc1)Sc1nnc(-c2ccccc2)n1-c1ccccc1
    -6.1, 23.0
CC[C@H](C)[C@H](NC(N)=O)C(=O)Nc1ccc(C)cc1
    2.0, 3.8
CCCCCOc1ccc(/C=c2\sc3nc(=O)c(-c4ccccc4)nn3c2=O)cc1OC
    10.8, 0.0
COC(=O)c1ccc(C)c(NC(=O)CCSc2ccc(C)cc2)c1
    0.0, 1.7
COc1ccc(CCNC(=O)COc2ccc(S(=O)(=O)NCC(C)C)cc2Cl)cc1OC
    4.1, -0.7
CC(C)/C=N/NC(=O)c1cccc(N2CCCC2=O)c1
    -1.8, -5.2
COC(=O)NNC(=S)NCc1ccc(C)cc1
    -0.1, -1.5
CCCc1nc2sc3c(=O)n(N)cnc3c2c2c1COC(C)(C)C2
    -1.7, -2.1
COc1cc(C(=O)Nc2ccc(N3CCOCC3)cc2)ccc1OCc1c(C)noc1C
    5.5, -17.9
COCCCNC(=S)N1CCN(C(=O)c2ccco2)CC1
    -0.6, -9.6
Cc1cccc(CC(=O)N2CCN=C2SCc2ccc([N+](=O)[O-])cc2)c1
    5.7, -1.1
COC(=O)c1ccc(COC(=O)c2ccc(SC)cc2OC)cc1
    9.6, 34.8
CC(=O)c1ccc2c(c1)Cc1cc(C(C)=O)ccc1-2
    4.0, -1.5
Cc1ccc(C)c(NC(=O)C2CCCN2/C=C/C(=O)C(F)(F)F)c1 (centres undefined)
    -4.1, -22.2
CCN(CC)S(=O)(=O)c1ccc(Cl)c(NC(=O)c2cc(Cl)ccc2Cl)c1
    5.1, -17.7
COc1ccc(CN(C)C(C)C(=O)Nc2ccc([N+](=O)[O-])cc2Cl)cc1OC (centres undefined)
    -6.2, 68.8
CC(=O)c1ccc(NC(=O)C2Cc3ccccc3CN2C(=O)c2ccccc2)cc1 (centres undefined)
    -0.8, 0.8
Cc1nn(-c2ccccc2Cl)c(Cl)c1/C=N/Nc1cccc(C(=O)O)c1
    -5.2, 60.1
COc1ccccc1C(=O)Nc1ccc(C)cc1C(=O)c1ccccc1
    -1.8, 6.6
Cc1cc(NC(=O)/C(C#N)=C/c2ccc(-c3ccc(SC(F)F)cc3)o2)n(-c2ccccc2)n1
    30.2, 9.4
CC(C)Cc1nc(Cl)c(C#N)c2c1CCCC2
    11.7, 4.8
Cc1cccc(Nc2nnc(SCC3CCCCO3)s2)c1C (centres undefined)
    4.9, 25.5
COc1cccc(NC(=O)CN2C(=O)C(c3ccc(C)cc3)=NC23CCCCCC3)c1
    4.3, -4.7
COc1cc(/C=N/NC(=O)C(C)Nc2n[nH]c(=O)[nH]c2=O)ccc1O (centres undefined)
    8.6, -10.2
COc1ccc(CC(C#N)(CO)c2nc3ccccc3[nH]2)cc1 (centres undefined)
    2.9, 6.2
CCCn1c(SC(C(=O)Nc2cc(C)ccc2OC)c2ccccc2)nc2ccccc2c1=O (centres undefined)
    -1.8, 1.5
CCOc1cccc(C(=O)Nc2cccc(C(=O)NCC(C)C)c2)c1
    0.2, 11.5
O=c1c2ccccc2nc(SCc2ccccc2F)n1C1CCCC1
    14.5, 1.9
N#C/C(=C\c1ccc(F)c(F)c1)C(=O)NC1CCCCC1
    3.5, -9.2
CC(C)CN(C(=O)CN1CCOCC1)c1c(N)n(CC(C)C)c(=O)[nH]c1=O
    -0.6, 8.7
COc1ccccc1/C=C/C(=C1/C(=O)N(c2ccccc2)N=C1C)c1ccc(C)cc1
    -2.5, -1.0
COc1ccc([N+](=O)[O-])cc1NC(=O)CSCc1ccccc1
    -2.5, -0.2
COc1ccccc1CNC(=O)CSc1nnc2c(Cl)cc(C(F)(F)F)cn12
    3.2, 15.6
COc1nc(N/N=C/c2ccc(-c3cccc([N+](=O)[O-])c3)o2)nc(N2CCOCC2)n1
    54.3, -1.9
CCn1cc(CNC(=O)c2cccc([N+](=O)[O-])c2)c(C)n1
    1.3, -24.4
O=C(CSc1nc2ccccc2n1-c1ccccc1)Nc1ncc(Cl)cc1Cl
    -7.1, 22.9
O=C(Nc1ccccc1)c1ccc(NCCc2ccccc2)c([N+](=O)[O-])c1
    -0.2, -8.8
Cc1ccc(NC(=S)NCC2CCCO2)c(OC(F)F)c1 (centres undefined)
    1.6, -1.2
O=C(COc1cccnc1[N+](=O)[O-])Nc1cccc(S(=O)(=O)N2CCCCC2)c1
    -3.7, 2.2
CC1CCN(CC(O)COCCOc2ccc(Br)cc2)CC1 (centres undefined)
    3.9, -6.8

More results.
Values run as follows: CD11b adhes enh, CD11b adhes inh
O=C(/C=C/c1cc([N+](=O)[O-])ccc1OC(F)F)Nc1cccc(OC(F)F)c1
    1.2, 2.2
O=C(Cn1c(=O)c2sccc2n(Cc2cccc([N+](=O)[O-])c2)c1=O)NCCc1ccccc1
    3.6, -26.0
CCOc1ccccc1NC(=O)COC(=O)Cc1ccc(-c2ccccc2)cc1
    9.4, 24.8
CS(=O)(=O)c1ccc(C(=O)OCC(=O)NC23CC4CC(CC(C4)C2)C3)cc1[N+](=O)[O-]
    -2.8, -1.9
COc1cccc(N2CC(C(=O)Nc3nnc(SCc4ccccn4)s3)CC2=O)c1 (centres undefined)
    5.4, -2.8
Cn1c(N)c(C(=O)COC(=O)CN2C(=O)c3ccccc3C2=O)c(=O)n(C)c1=O
    6.0, -0.5
O=C(/C=C/c1ccccc1)NCCc1ccc2c(c1)OCCO2
    4.1, 3.1
CCCCCCn1c(=O)[nH]c2nc3cc(N)ccc3nc2c1=O
    5.4, -13.1
N=c1scc(-c2ccccc2)n1/N=C/c1ccco1
    13.1, -1.9
CCN(CC(=O)Nc1ccc(NC(C)=O)cc1)C(=O)C(c1ccccc1)c1ccccc1
    5.4, 2.0
Cc1cc(C)cc(NC(N)=S)c1
    2.0, -4.7
CC(/C=N/NC(=O)Cn1cnc2ccccc21)=C\c1ccccc1
    0.8, 11.1
O=C(OCC1CC(c2ccccc2Cl)=NO1)c1ccc(Br)cc1 (centres undefined)
    9.1, 5.0
N=c1oc2ccccc2cc1-c1nc(-c2ccc(Cl)cc2)cs1
    11.5, -4.8
CC(Nc1cccc2ccccc12)C(=O)N/N=C/c1ccc([N+](=O)[O-])cc1 (centres undefined)
    0.5, 38.9
COc1ccc(OC)c(C(=O)c2ccc(C(=O)Nc3ccccc3)cc2)c1
    4.5, -2.0
C=CCNC(=O)c1ccccc1NC(=O)Cc1ccccc1[N+](=O)[O-]
    -0.8, -1.8
COc1cccc(C(=O)NCC(=O)OCC(=O)Nc2cc(OC)c([N+](=O)[O-])cc2C)c1
    2.5, -14.8
COc1ccc(CN(C)CC(=O)Nc2ccc(Cl)cc2C(F)(F)F)c(OC)c1
    1.0, 33.8
COc1ccc(C)cc1NC(=O)c1ccccc1NS(=O)(=O)c1cccc2cccnc12
    0.0, 10.1
CCOc1ccccc1C(=O)N[C@H](C(=O)OCc1cc(=O)oc2cc(C)ccc12)C(C)C
    36.9, 9.4
CC(/C=N/NC(=O)c1cc(C(C)C)[nH]n1)=C\c1ccccc1
    60.2, -13.4
CC(C)=CC(=O)OCC(=O)Nc1cccc([N+](=O)[O-])c1
    -2.0, 2.9
O=C(Nc1nc2ccccc2s1)c1ccc(OCC2CCCO2)cc1 (centres undefined)
    -5.5, 73.0
O=C(CSc1ccc(-c2ccco2)nn1)NCc1ccccc1
    -2.3, 17.2
Cc1ccc(N(C(=O)c2cc3ccccc3oc2=O)C2C=CS(=O)(=O)C2)cc1 (centres undefined)
    5.3, -9.2
CCOc1ccc(-n2c(C)cc(C(=O)NS(=O)(=O)c3ccc(C)cc3)c2C)cc1
    -0.1, -5.7
O=c1c(Cl)c(Cl)cnn1-c1ccccc1
    -1.4, 4.1
CC(C)c1ccccc1-n1c(SCC(=O)N2CCc3ccccc3C2)nc2ccccc2c1=O
    -2.4, 10.5
COC(=O)c1cc(C(=O)Nc2nnc(CC(C)(C)C)s2)cc([N+](=O)[O-])c1
    0.7, 48.3
O=C(N/N=C/c1ccc(O)cc1O)/C(=C/c1ccccc1)CCO
    0.3, -11.2
CCCc1cc(=O)oc2cc(OCc3ccc(OC)cc3)c(Cl)cc12
    5.5, -0.8
O=C(Nc1ccc([N+](=O)[O-])cn1)c1cc(-c2cccc(Cl)c2)nc2ccccc12
    35.9, -5.4
COC(=O)N/N=C(\C)c1ccc(OC(F)F)cc1OC(F)F
    2.4, 26.7
O=C(c1ccccc1)N1CCN(c2ccc([N+](=O)[O-])c(NCc3cccnc3)c2)CC1
    9.9, -20.8
CC(/C=N/NC(=O)c1cc(-c2cccs2)[nH]n1)=C\c1ccccc1
    67.9, -4.9
COc1cc(CCC(=O)OCC(=O)Nc2c(C)cccc2C(C)C)cc(OC)c1OC
    5.2, 12.7
CCCCNC(=O)/C(C#N)=C/c1ccc2c(c1)OCCO2
    -3.2, -9.2
CCN(CC)CCOc1ccc2c(c1)C(=NNC(=O)c1ccccn1)c1cc(OCCN(CC)CC)ccc1-2
    4.3, 21.8
S=c1[nH]nc(-c2ccc3ccccc3n2)n1-c1ccccc1
    0.1, 19.2
CC(=O)Nc1ccccc1-c1nc2ccccc2nc1OCC(=O)c1ccc(Cl)cc1
    14.2, 6.0
C=CCC(NCc1ccccc1)c1ccccc1 (centres undefined)
    2.6, -15.0
Cc1ccc(S(=O)(=O)c2c(N)n(-c3ccccc3)c3nc4ccccc4nc23)cc1
    -0.1, -3.9
Cc1cc(C(=O)N/N=C/c2ccc(O)c([N+](=O)[O-])c2)n[nH]1
    0.5, -20.1
CCCCC(=O)NC(=S)Nc1cc(C(=O)O)ccc1Cl
    -3.8, 2.9
COc1nc(N=C(N)N)nc2ccc(C)cc12
    10.7, -24.5
CC(=O)OCCCNc1cc(SCc2ccco2)c2nonc2c1[N+](=O)[O-]
    -0.6, 30.5
O=C(CN1C(=O)CSCC1=O)Nc1ccc2c(c1)OCO2
    -2.3, -22.5
CCN1CCN(CC(=O)Nc2cc(C)c(C)cc2[N+](=O)[O-])CC1
    -3.2, 15.8
O=C(NCCN1C(=O)S/C(=C\c2ccc(Cl)c(Cl)c2)C1=O)c1cnccn1
    69.1, -20.1
N#C/C(=C\c1ccc(-c2ccccc2)cc1)c1nc(-c2ccco2)cs1
    82.5, -5.0
O=[N+]([O-])c1cc(Cl)ccc1N1CCN(c2cccc(C(F)(F)F)c2)CC1
    5.5, 5.3

Whole records, quoted from the list. Order of values: CD11b adhes enh, CD11b adhes inh
O=[N+]([O-])c1cc(Cl)ccc1N1CCN(c2cccc(C(F)(F)F)c2)CC1 as listed: 5.5, 5.3
COc1nc(N=C(N)N)nc2ccc(C)cc12 as listed: 10.7, -24.5
O=C(CN1C(=O)CSCC1=O)Nc1ccc2c(c1)OCO2 as listed: -2.3, -22.5
O=C(NCCN1C(=O)S/C(=C\c2ccc(Cl)c(Cl)c2)C1=O)c1cnccn1 as listed: 69.1, -20.1

From PubChem
